Assay outcomes (PubChem)
PI5P4K alpha inh = qHTS for Inhibitors of phosphatidylinositol 5-phosphate 4-kinase (PI5P4K). Phosphatidylinositol 5-phosphate 4-kinase type-2 alpha (Homo sapiens), P48426. PI5P4Kalpha enzyme, ADP-Glo luminescence, 60 min; stronger effect = lower value. max response, %. 330,000 compounds, 1.2% hits; active means max response of -50% or lower; inconclusive means between -30% and -50%; inactive means -30% or higher; further: value at the top dose of about 77 µM; on the % scale 0 is the no-effect control and ±100 the full control effect
Target sequence (P48426 whole entry, looked up): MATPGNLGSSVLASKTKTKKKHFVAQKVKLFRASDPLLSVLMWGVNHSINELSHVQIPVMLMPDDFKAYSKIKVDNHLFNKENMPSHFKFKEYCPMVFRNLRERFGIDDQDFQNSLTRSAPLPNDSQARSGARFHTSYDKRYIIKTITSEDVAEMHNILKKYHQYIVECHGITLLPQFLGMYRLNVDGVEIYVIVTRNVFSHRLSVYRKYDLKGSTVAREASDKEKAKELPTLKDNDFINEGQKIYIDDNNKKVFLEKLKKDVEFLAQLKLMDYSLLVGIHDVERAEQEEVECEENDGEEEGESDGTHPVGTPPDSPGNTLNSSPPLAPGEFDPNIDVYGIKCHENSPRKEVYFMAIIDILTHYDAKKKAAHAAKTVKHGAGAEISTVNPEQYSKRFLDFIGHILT
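Single end-point luminescence (ADP-Glo) quantified ADP from PI5P4Kalpha turnover; ATP 5 microM final, 1 h at RT, 0.1% CHAPS and 0.28 mM EGTA in HEPES pH 7.4.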
EPAC1 ag = qHTS for Agonist of cAMP-regulated guanine nucleotide exchange factor 3 (EPAC1): primary screen. Rap guanine nucleotide exchange factor 3 (Homo sapiens), O95398. EPAC1 agonist qHTS, biochemical assay; response scale: 100% = response to 6.5 mM cAMP. AID 720707, 2013. Potency, µM (top dose mostly 154 µM), for the others: at the highest dose activation, most hits filed as activators. 360,000 compounds, 0.073% hits; further: potency means the concentration at half of the fitted maximal effect; nearly all actives have a fitted effect of over 60% in size
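Normalized to 6.5 mM cAMP, activity reflects EPAC1-catalysed release of BODIPY-GDP from Rap1B, followed kinetically over 30 min at 480 nm excitation, 540 nm emission. Reaction contained 100 nM EPAC1, 250 nM Rap1B-BODIPY-GDP, 50 uM GDP.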
EPAC2 antag = qHTS for Antagonist of cAMP-regulated guanine nucleotide exchange factor 2 (EPAC2): primary screen; Rap guanine nucleotide exchange factor 4 (Homo sapiens), Q8WZA2; EPAC2 GEF exchange of Rap1B-BODIPY-GDP, fluorescence; Potency, µM (top dose mostly 114 µM), inactives show at the highest dose activity, negative = inhibition, most hits filed as inhibitors; 360,000 compounds, 0.18% hits; AID 720708, 2013; further: potency means the concentration at half of the fitted maximal effect; on the % scale 0 is the no-effect control and ±100 the full control effect; nearly all actives have a fitted effect of over 45% in size; many of its hits are not listed in these tables
CCT chaperon mod = High-Throughput Screening for Modulators of Cytosolic Chaperonin Activity; activity change, % (concentration not given with the values), hits read low; AID 651819, 2012; purified chaperonin ATPase assay, HTRF ADP detection, 30 min; 360,000 compounds, 0.3% hits; in the data active means activity change below about -30%; further: on the % scale 0 is the no-effect control and ±100 the full control effect
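ATPase activity: ADP formed was measured by HTRF Transcreener (665/615 nm ratio) after 30 min at 37 deg C with 10 uM ATP. Compounds screened at one 76 uM concentration against 40 or 20 nM TRiC in Tris pH 7.4/KCl/MgCl2/DTT buffer.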
PLK1 PBD inh = qHTS for Inhibitors of PLK1-PDB (polo-like kinase 1 - polo-box domain): Primary Screen. Serine/threonine-protein kinase PLK1 (Homo sapiens), P53350. Plk1 PBD binding of FITC phosphopeptide, fluorescence polarization. Potency, µM, for inactives: max response, negative = inhibition, most hits filed as inhibitors. 360,000 compounds, 2.8% hits; further: potency means the concentration at half of the fitted maximal effect; series mostly up to about 57 µM; on the % scale 0 is the no-effect control and ±100 the full control effect; nearly all actives have a fitted effect of over 65% in size
Target sequence (P53350 whole entry, looked up, the tested form may be a part): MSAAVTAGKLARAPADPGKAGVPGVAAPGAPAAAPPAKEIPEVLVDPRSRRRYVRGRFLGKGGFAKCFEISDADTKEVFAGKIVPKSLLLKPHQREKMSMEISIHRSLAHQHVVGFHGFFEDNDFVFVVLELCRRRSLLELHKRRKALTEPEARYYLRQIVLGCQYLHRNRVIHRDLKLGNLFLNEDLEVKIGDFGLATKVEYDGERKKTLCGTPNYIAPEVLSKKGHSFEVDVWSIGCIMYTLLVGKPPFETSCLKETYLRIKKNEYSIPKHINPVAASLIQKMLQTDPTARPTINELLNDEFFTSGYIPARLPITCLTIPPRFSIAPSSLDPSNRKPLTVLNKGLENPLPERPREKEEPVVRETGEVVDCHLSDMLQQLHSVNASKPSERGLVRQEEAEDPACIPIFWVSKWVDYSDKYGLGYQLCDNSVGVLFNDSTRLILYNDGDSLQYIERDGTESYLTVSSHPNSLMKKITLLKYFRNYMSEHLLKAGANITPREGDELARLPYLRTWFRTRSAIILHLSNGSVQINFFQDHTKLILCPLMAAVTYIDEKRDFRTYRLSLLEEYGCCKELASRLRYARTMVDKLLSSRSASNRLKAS
WRN inhibitor = qHTS for Inhibitors of WRN Helicase; Bifunctional 3'-5' exonuclease/ATP-dependent helicase WRN (Homo sapiens), Q14191; WRN helicase unwinding, fluorescent forked duplex, kinetic; Potency, µM (top dose mostly 114 µM), for inactives: at the highest dose activity change, negative = inhibition, most hits filed as inhibitors; 360,000 compounds, 0.46% hits; AID 651768, 2012; further: potency means the concentration at half of the fitted maximal effect; on the % scale 0 is the no-effect control and ±100 the full control effect; nearly all actives have a fitted effect of over 55% in size
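Screening of the MLSMR collection measured strand separation of a quenched forked DNA duplex (100 nM) by 20 nM WRN with 2 mM ATP, all final. Compounds were preincubated with enzyme 15 min at room temperature.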
EPAC1 antag = qHTS for Antagonist of cAMP-regulated guanine nucleotide exchange factor 3 (EPAC1): primary screen | Rap guanine nucleotide exchange factor 3 (Homo sapiens), O95398 | EPAC1 GEF assay, Rap1b-BODIPY-GDP exchange fluorescence | Potency, µM (top dose mostly 115 µM), for inactives: at the highest dose activity change, negative = inhibition, most hits filed as inhibitors | 360,000 compounds, 0.14% hits;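 further: potency means the concentration at half of the fitted maximal effect; plate controls were vehicle for no effect and positive control for full effect; nearly all actives have a fitted effect of over 50% in size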
Mm-Cpn inhibitor = Inhibitors of TCP-1 ring complex (TRiC) of Methanococcus maripaludis (MmCpn): qHTS; Chaperonin Mm-Cpn (Methanococcus maripaludis); 330,000 compounds, 0.031% hits; purified Mm-Cpn ATPase, ADP Transcreener TR-FRET; Potency, µM (doses to about 76.9 µM), inactives show top-dose activity, negative = inhibition, usual class: inhibitors; AID 504842, 2011; further: potency means the concentration at half of the fitted maximal effect; on the % scale 0 is the no-effect control and ±100 the full control effect; nearly all actives have a fitted effect of over 80% in size
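ATP (10 uM final) was added to archaeal chaperonin (25 nM final) after 10 min exposure to test compound at 37°C; after 30 min further incubation, ADP was detected by competitive TR-FRET.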
The depositor's hits bear a star; u = inconclusive; x = no result given; [ ] = remark or other dose. Unless noted, the call rests on the fitted dose curve; in most records, active means well fitted curve in the direction sought with a large enough effect; inconclusive means small, poorly fitted or top-dose-only effect, or another doubt; inactive means no such curve, though single readings can be large; an effect the other way counts as inactive or inconclusive. A portion of the library (hit frequency here may not be typical).

no. | SMILES | EPAC2 antag | PLK1 PBD inh | PI5P4K alpha inh | Mm-Cpn inhibitor | EPAC1 antag | EPAC1 ag | WRN inhibitor | CCT chaperon mod
1 | COc1ccc(-n2c(SCC(=O)Nc3ccc([N+](=O)[O-])cc3OC)nc3ccccc32)cc1 | 8% | -7% | -5 | 1% | 16% | -1% | 2% | -0.5
2 | O=C(NC1CCN(Cc2ccc(F)cc2)CC1)c1ccccc1 | 1% | -7% | -6 | 0% | -4% | 10% | 6% | -3.8
3 | CC(C)c1nnc(NC(=O)CCC(=O)NCc2ccccc2Cl)s1 | 8% | 1% | -4 | 2% | -9% | 4% | 7% | 0.1
4 | CCCCCCCOc1ccc(OC(=O)c2ccncc2)cc1 | 0% | -1% | x | 0% | 14% | 2% | 0% | -1.9
5 | Cc1c(C)n(CCCN(C)C)c2ncnc(Nc3ccccc3)c12 | 9% | 2% | 1 | -2% | 9% | 2% | -8% | 2.2
6 | CCOC(=O)c1sc(Nc2nc(OC)cc(OC)n2)nc1C | -4% | -14% | 8 | 0% | -17% | -14% | -35% | -4.5
7 | O=C(Nc1cccc(F)c1)NC1CCCCC1 | -3% | -6% | x | 3% | -9% | 4% | -1% | -1.2
8 | CC(CCc1ccccc1)NC(=O)c1ccc(Br)cc1 (stereo not given) | 5% | 8% | -2 | -1% | -10% | -9% | 3% | -1.6
9 | Cn1c(C(=O)N2CCc3ccccc3C2)cc2oc3ccccc3c21 | 3% | -8% | 17 | -3% | -22% | 13% | -10% | 2.2
10 | CCOc1ccc(C(=O)NC(C(=O)NCc2ccccc2OC)C(C)C)cc1 (stereo not given) | 3% | 4% | -2 | -4% | 6% | -5% | -9% | 1.7
11 | c1ccc2cc3[nH]c(CN4CCOCC4)nc3cc2c1 | 0% | -8% | 10 | 0% | 4% | -9% | -16% | 2.7
12 | O=C(CSc1nnc(Cc2ccccc2)o1)c1cc(F)ccc1F | -2% | 0% | 5 | -4% | 5% | -2% | -1% | -0.4
13 | O=C(c1ccc(Cl)c(S(=O)(=O)N2CCCCC2)c1)N1CCN(c2ccccc2)CC1 | -2% | -4% | 7 | -1% | -19% | 20% | u | 0.1
14 | S=C(Nc1ccccc1Cl)N(Cc1cccnc1)Cc1ccco1 | -2% | -4% | 5 | 0% | -2% | -1% | 6% | 1.3
15 | CCOC(=O)c1oc2ccc(S(=O)(=O)N3CCOCC3)cc2c1C | -1% | -10% | x | -1% | -2% | 0% | -7% | -3.8
16 | Cc1ccc(S(=O)(=O)NNC(=S)NCCc2ccccc2)cc1 | 9% | -1% | 4 | -4% | 4% | -2% | 7% | 0.4
17 | CCN(CC)C(=O)NCc1c(C)cc(C)cc1C | 0% | -2% | -1 | -2% | 3% | 6% | -12% | -6.3
18 | CC(=O)Nc1ccc(S(=O)(=O)NNC(=O)c2ccc([N+](=O)[O-])cc2)cc1 | -2% | -2% | -2 | -1% | -13% | 16% | 7% | -2.0
19 | COc1cccc(-c2nc(CS(=O)CC(=O)NCCCOC(C)C)c(C)o2)c1 (stereo not given) | 10% | -5% | 11 | -2% | 13% | -2% | 1% | 0.7
20 | C[C@H](O)[C@@H]1CN2CCc3c([nH]c4ccc(-c5ccc6c(c5)OCO6)cc34)[C@@H]2C[C@@H]1N(C)C(=O)Nc1ccc(F)cc1 | 8% | 2% | 4 | x | -12% | -3% | -2% | 0.4
21 | COC(=O)c1c(NC(=O)c2ccc(S(=O)(=O)N3CCOCC3)cc2)sc2c1CCN(C)C2 | 4% | -2% | -6 | -2% | -13% | -12% | 18% | 2.3
22 | COC(=O)C(NC(=O)CN1C(=O)c2ccccc2C1=O)c1ccc(O)c(OC)c1 (stereo not given) | 0% | -11% | -3 | 1% | 8% | 4% | 4% | -1.8
23 | CCOc1cc2nc(-c3ccc(OC)c(OC)c3)nc(N3CCOCC3)c2cc1OC | -4% | -3% | 4 | -8% | -8% | -1% | -5%[57.1 µM] | -0.3
24 | COc1ccc(OC(C)C(=O)NCC2CCCO2)cc1 (stereo not given) | 5% | 0% | 1 | x | -3% | 1% | -9% | 0.1
25 | OC(Cn1cnnc1)c1ccccc1 (stereo not given) | 8% | -9% | -12 | 1% | 13% | 10% | -29% | 0.6
26 | CC(OC(=O)c1cc(=O)[nH]c2ccccc12)C(=O)Nc1ccc(Cl)cn1 (stereo not given) | -2% | 2% | -4 | -1% | -11% | 8% | 0% | 0.9
27 | COc1cc(/C=N/NC(=S)NC(C)C)ccc1OCC(=O)Nc1c(C)cc(C)cc1C | 6% | -27% | 14 | 0% | -4% | -10% | -4% | -0.8
28 | CC(C)C[C@H](NC(=O)c1nc[nH]c1C(=O)N1CCNCC1)C(=O)OCc1ccccc1 | 24% | -10% | 0 | -2% | -17% | -23% | 6% | -1.0
29 | CCCCc1ccc(NC(=O)OC)cc1 | -8% | -7% | 10 | 1% | 3% | 1% | 11% | -0.5
30 | COc1ccc(C(CNC(=O)c2[nH]c(C)c(C(C)=O)c2C)N2CCOCC2)cc1 (stereo not given) | -9% | 3% | -3 | 0% | -22% | -5% | 4% | -1.2
31 | CC(C)N1CCC2(CC1)Oc1ccc(Br)cc1C1CC(c3cccnc3)=NN12 (stereo not given) | 2% | -10% | -5 | -1% | 0% | -7% | 6% | -0.6
32 | O=[N+]([O-])c1ccc(OCC(O)CN2CCN(c3ccccc3F)CC2)cc1 (stereo not given) | -2% | 4% | 19 | 1% | -10% | 6% | -13% | -2.0
33 | CCOC(=O)C1CCN(C(=O)C2CCN(c3nn4c(=O)cc(C)nc4s3)CC2)CC1 | 6% | -20% | -2 | -4% | 6% | 17% | 3% | -2.4
34 | CCCS(=O)(=O)NC(=O)C1(C)CCN(C(=O)c2cccc(C)c2C)C1 (stereo not given) | 9% | -5% | -4 | x | -2% | 12% | 8% | -0.4
35 | COc1cccc(N(C(=O)Cn2nnc3ccccc32)C(C(=O)NCc2ccco2)c2cccnc2)c1 (stereo not given) | 15% | 1% | 1 | -1% | -10% | 8% | -5% | -0.5
36 | O=C(NC1CC(=O)N(c2ccc3c(c2)OCCO3)C1)N1CCCCC1 (stereo not given) | 2% | -5% | 2 | -1% | 4% | 0% | -12% | 3.5
37 | N#Cc1c(-n2cccc2/C=N/O)sc2c1CCCC2 | 3% | -7% | -1 | 4% | -3% | -9% | -26% | 0.4
38 | O=C(CCN1C(=O)C2C3C=CC(C3)C2C1=O)Nc1ccccc1 (stereo not given) | 8% | -8% | 2 | 1% | -16% | 0% | -3% | -0.2
39 | O=C(CCc1nnc2ccc(NCc3ccccc3)nn12)NC1CCCC1 | 2% | u | -19 | -4% | 1% | 11% | -4% | -2.8
40 | CC1=CC(C)C(/C=N/n2cnnc2)C(C)C1 (stereo not given) | 9% | -10% | 5 | -3% | -2% | -10% | 2% | -5.2
41 | Cc1cccc(C)c1OCC(=O)Nc1cccc(C(=O)O)c1 | 11% | 4% | -15 | 1% | -10% | 11% | -3% | 1.5
42 | Cc1ccc(NC(=O)C2(C)CCN2C(=O)Cc2ccc(C(C)C)cc2)cc1 (stereo not given) | -24% | 4% | 29 | x | -9% | -9% | 0%[57.1 µM] | 0.2
43 | Cn1c(N)c(C(=O)CSc2nc(C3CC3)n(-c3ccccc3)n2)c(=O)[nH]c1=O | 11% | 0% | -24 | 0% | 4% | -5% | 3% | 0.0
44 | Cc1cc(C)c(O)c(-c2cc(C(=O)Nc3c(C)n(C)n(-c4ccccc4)c3=O)[nH]n2)c1 | -1% | -25% | 6 | 0% | -10% | 0% | 1% | 2.0
45 | O=C(O)c1ccc2c(c1)C(=O)N(Cc1ccc3c(c1)OCO3)C2=O | -1% | -4% | 1 | 4% | 11% | 3% | -3% | 0.1
46 | Cc1sc2c(c1C)C(=O)/C(=C\Nc1ccccn1)S(=O)(=O)N2C | 4% | 5% | -3 | 2% | 3% | -4% | -16% | -6.7

Compounds above that contain an NH in an aromatic ring, in the order listed:
no. | SMILES | EPAC2 antag | PLK1 PBD inh | PI5P4K alpha inh | Mm-Cpn inhibitor | EPAC1 antag | EPAC1 ag | WRN inhibitor | CCT chaperon mod
11 | c1ccc2cc3[nH]c(CN4CCOCC4)nc3cc2c1 | 0% | -8% | 10 | 0% | 4% | -9% | -16% | 2.7
20 | C[C@H](O)[C@@H]1CN2CCc3c([nH]c4ccc(-c5ccc6c(c5)OCO6)cc34)[C@@H]2C[C@@H]1N(C)C(=O)Nc1ccc(F)cc1 | 8% | 2% | 4 | x | -12% | -3% | -2% | 0.4
26 | CC(OC(=O)c1cc(=O)[nH]c2ccccc12)C(=O)Nc1ccc(Cl)cn1 (stereo not given) | -2% | 2% | -4 | -1% | -11% | 8% | 0% | 0.9
28 | CC(C)C[C@H](NC(=O)c1nc[nH]c1C(=O)N1CCNCC1)C(=O)OCc1ccccc1 | 24% | -10% | 0 | -2% | -17% | -23% | 6% | -1.0
30 | COc1ccc(C(CNC(=O)c2[nH]c(C)c(C(C)=O)c2C)N2CCOCC2)cc1 (stereo not given) | -9% | 3% | -3 | 0% | -22% | -5% | 4% | -1.2
43 | Cn1c(N)c(C(=O)CSc2nc(C3CC3)n(-c3ccccc3)n2)c(=O)[nH]c1=O | 11% | 0% | -24 | 0% | 4% | -5% | 3% | 0.0
44 | Cc1cc(C)c(O)c(-c2cc(C(=O)Nc3c(C)n(C)n(-c4ccccc4)c3=O)[nH]n2)c1 | -1% | -25% | 6 | 0% | -10% | 0% | 1% | 2.0
